Compound activity deposited in PubChem by The Scripps Research Institute Molecular Screening Center.
PAFAH1B3 FP inh: blocks human PAF acetylhydrolase 1B catalytic subunit 3; Q15102; recombinant PAFAH1B3, FP-rhodamine probe, fluorescence polarization; inhibition, % at 3.39 µM; actives 0.28% (n = 340,000);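 active = inhibition above the screen-wide average of all tested compounds plus 3 SD, cut at about 25% in these data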;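 also: 0% = enzyme with DMSO only and 100% = wells lacking PAFAH1B3 protein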
LYPLA2 counter: counter-screen for PME1 inhibitors: inhibitors of human LYPLA2; O95372; recombinant LYPLA2, FP-Rh probe fluorescence polarization; inhibition, % at 5.9 µM; actives 0.38% (n = 320,000);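 active = inhibition above the screen-wide mean plus 3 SD, limit set per campaign, cut at about 26% in these data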;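 also: 0% = LYPLA2 with DMSO and 100% = wells lacking LYPLA2 enzyme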
Target sequence (O95372 whole entry, looked up): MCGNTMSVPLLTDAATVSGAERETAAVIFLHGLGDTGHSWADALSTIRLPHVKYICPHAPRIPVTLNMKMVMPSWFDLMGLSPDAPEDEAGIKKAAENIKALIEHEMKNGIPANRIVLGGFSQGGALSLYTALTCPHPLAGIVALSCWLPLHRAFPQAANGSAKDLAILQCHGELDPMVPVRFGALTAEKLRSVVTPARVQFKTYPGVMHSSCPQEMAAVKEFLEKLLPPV
PAFAH2 inh: PAFAH2 (human) inhibition. Q99487. recombinant PAFAH2, FP-rhodamine activity probe, fluorescence polarization. inhibition, % at 3.39 µM. actives 0.99% (n = 340,000). AID 492956;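 active = inhibition above the mean over all tested compounds plus 3 SD, cut at about 30% in these data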;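 also: inhibitors block probe labeling of enzyme so polarization drops; 0% = enzyme with DMSO and 100% = wells lacking PAFAH2 protein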
PAFAH1B2 FP inh: blocks human PAF acetylhydrolase 1b catalytic subunit 2; actives 1.2% (n = 340,000); recombinant PAFAH1B2, FP-rhodamine activity probe, fluorescence polarization; inhibition, % at 3.39 µM; AID 492953; P68402;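 active = inhibition above the mean of all tested compounds plus 3 SD, cut at about 24% in these data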;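 also: 0% = enzyme with DMSO and 100% = wells lacking PAFAH1B2; many of its hits are not listed in these tables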
pPAFAH inh: pPAFAH (human) enzyme inhibition; Q13093; recombinant pPAFAH, FP-rhodamine probe fluorescence polarization; inhibition, % at 3.39 µM; actives 1.5% (n = 330,000);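 active = inhibition above the mean inhibition across the screen plus 3 SD, cut at about 25% in these data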;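 also: inhibitors block binding of the rhodamine activity-based probe so polarization drops; 0% = enzyme with DMSO and 100% = wells lacking pPAFAH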
LYPLA1 inh: blocks human lysophospholipase 1, a PME1 counter-screen; O75608; recombinant LYPLA1, FP-Rh probe fluorescence polarization; inhibition, % at 5.9 µM; actives 0.16% (n = 320,000); AID 2174;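 active = inhibition above the mean of all tested compounds plus 3 SD, set per campaign, cut at about 14% in these data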;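 also: inhibitors block serine hydrolase probe labeling of LYPLA1 so polarization falls; 0% = enzyme with DMSO and 100% = wells lacking LYPLA1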
GSTO1 inh: GSTO1 inhibition, counter-screen for RBBP9 inhibitors | recombinant GSTO1, activity-based probe fluorescence polarization | inhibition, % at 5.96 µM | actives 1.1% (n = 300,000) | AID 1974;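 active = inhibition above the campaign mean inhibition plus 3 SD, cut at about 35% in these data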;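 also: 0% = GSTO1-1 with DMSO and 100% = wells lacking GSTO1-1 enzyme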
PAD4 inh: inhibitors of human PAD4 | Q9UM07 | recombinant PAD4, RCA probe fluorescence polarization | inhibition, % at 6.36 µM | actives 0.41% (n = 330,000);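 active = percent inhibition above a cutoff equal to the mean of all tested compounds plus 3 SD, cut at about 15% in these data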;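 also: 0% = PAD4 with RCA probe and DMSO and 100% = probe without PAD4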
PREPL inhibitor: inhibitors of human prolyl oligopeptidase-like enzyme PREPL; inhibition, % at 5.96 µM; actives 0.68% (n = 320,000); AID 2751; recombinant PREPL, fluorescence polarization activity-based probe; in the data active = inhibition above about 43%;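 also: 0% = enzyme with DMSO and 100% = wells lacking enzyme; many of its hits are not listed in these tables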
Target sequence (Q4J6C6 whole entry, looked up): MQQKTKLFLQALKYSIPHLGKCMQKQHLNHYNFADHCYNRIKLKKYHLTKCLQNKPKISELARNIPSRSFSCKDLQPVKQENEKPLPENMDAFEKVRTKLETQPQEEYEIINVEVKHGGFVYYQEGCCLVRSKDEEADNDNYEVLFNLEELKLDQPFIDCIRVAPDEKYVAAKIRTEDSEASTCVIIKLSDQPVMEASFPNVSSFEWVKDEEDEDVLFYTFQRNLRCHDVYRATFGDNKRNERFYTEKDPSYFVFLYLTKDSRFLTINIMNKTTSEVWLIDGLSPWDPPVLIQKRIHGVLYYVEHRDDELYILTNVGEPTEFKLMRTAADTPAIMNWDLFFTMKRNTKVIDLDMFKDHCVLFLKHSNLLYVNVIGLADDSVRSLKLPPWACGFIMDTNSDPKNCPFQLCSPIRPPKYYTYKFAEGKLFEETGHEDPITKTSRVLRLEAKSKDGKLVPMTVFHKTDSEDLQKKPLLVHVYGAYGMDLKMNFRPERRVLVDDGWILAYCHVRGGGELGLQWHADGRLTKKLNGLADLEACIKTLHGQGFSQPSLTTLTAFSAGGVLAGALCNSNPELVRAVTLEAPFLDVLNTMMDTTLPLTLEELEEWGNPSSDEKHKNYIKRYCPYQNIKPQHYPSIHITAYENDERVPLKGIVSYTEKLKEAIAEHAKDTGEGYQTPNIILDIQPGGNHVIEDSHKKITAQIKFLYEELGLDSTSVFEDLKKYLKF
An asterisk follows results filed as active; nt = no result given. An excerpt. The share of hits here may be higher or lower than overall.

SMILES | PAFAH1B3 FP inh | LYPLA2 counter | PAFAH2 inh | PAFAH1B2 FP inh | pPAFAH inh | LYPLA1 inh | GSTO1 inh | PAD4 inh | PREPL inhibitor
CC(C)(C)c1ccc(C(=O)Oc2ccccc2CCC(=O)O)cc1 | nt | 1 | nt | nt | 2 | -1 | 7 | -1 | 32
CCN(CC)c1ccc(NC(=O)c2cccnc2)c(C)c1 | 10 | 3 | 0 | 5 | 2 | -1 | 2 | 0 | 6
CCOC(=O)c1cc(-c2ccccc2)nn1CC1CC(c2cccnc2)=NO1 (centres undefined) | -6 | -2 | 12 | 0 | 4 | -4 | 9 | 0 | -7
CC1CCN(C(=O)C2CCN(S(=O)(=O)c3cc(Cl)ccc3Cl)CC2)CC1 | 4 | 7 | -1 | 2 | 8 | 0 | -6 | -3 | 11
CC(=O)CC(=O)NC(=NC1CCCCC1)Nc1nc(C)cc(C)n1 | -5 | 6 | -1 | 3 | 5 | -1 | 1 | 1 | 0
Cc1ccc(CCN2CC(C(=O)NCCCN3CCN(C)CC3)CC2=O)cc1 (centres undefined) | 4 | 6 | 5 | -2 | 4 | 2 | 3 | 4 | 8
CCN(CC)S(=O)(=O)c1ccc2oc(C(=O)NCCN3CCOCC3)c(C)c2c1 | -2 | 3 | 3 | 1 | 1 | 3 | -3 | 0 | 8
COc1ccc(C(=O)N(C)CCCC2CCCC2)cc1OC1CCN(C(C)=O)CC1 | 6 | 4 | 8 | 7 | 2 | 0 | 1 | 4 | 1
O=C(CNC(=O)c1cccs1)NCC(=O)OCc1cccc(Cl)c1 | 1 | 4 | 11 | -5 | 0 | 1 | 8 | -2 | 17
O=C(CSc1ncc(-c2ccc(F)cc2)[nH]1)N1CCCCC1 | 2 | 11 | 5 | 1 | 2 | -1 | 1 | -1 | 9
Cc1cccc2c(N=O)c(O)[nH]c12 | 53* | 12 | 25 | 30* | 31* | 7 | -5 | -9 | 41
Cc1ccc(S(=O)(=O)N2CCOCC2)cc1NC(=O)COC(=O)C1COc2ccccc2O1 (centres undefined) | 7 | 2 | 4 | 6 | -2 | 6 | 0 | -3 | -2
O=C(Nc1ccc2c(c1)OCO2)C1CCCN1C(=O)OCc1ccccc1 (centres undefined) | -2 | -16 | -10 | -5 | -7 | 0 | 11 | -9 | -6
Cc1csc(CNC(=O)CC2C(=O)NCCN2Cc2ccc(F)cc2Cl)n1 (centres undefined) | 3 | -3 | 9 | -5 | -4 | 2 | 1 | -4 | 4
CCOC(=O)N1CCN(S(=O)(=O)c2ccc(OC)c(Br)c2)CC1 | -1 | 4 | -9 | 4 | 8 | 1 | 2 | 3 | -5
N#Cc1c(N)nc(N)nc1Nc1ccc(Br)cc1 | 11 | 8 | -2 | 4 | -4 | 1 | -14 | -1 | -18
COc1ccc(C(=O)NC=C2C(=O)OC(C)(C)OC2=O)cc1 | 5 | -2 | 23 | 2 | 2 | 0 | 0 | -3 | 6
COc1cc(/C=C/C(=O)O)cc(S(=O)(=O)Nc2ccccc2SC)c1OC | 5 | -1 | 1 | 1 | 2 | -1 | 3 | -2 | 5
COc1ccc(S(=O)(=O)N2CCCC2)cc1C(=O)N1CCOCC1 | 8 | 0 | 6 | 10 | 5 | -1 | -2 | -5 | -3
Nn1c(-c2ccccc2Cl)nnc1-c1ccccc1Cl | 4 | 1 | 1 | 6 | -3 | 1 | 3 | 2 | 6
CC1CCCC(C)N1C(=O)CSc1nnc(-c2ccco2)n1C (centres undefined) | -3 | 1 | -9 | 2 | 2 | 1 | nt | -6 | 1
COc1ccc(S(=O)(=O)Nc2ccccc2SC)cc1C | 9 | 6 | -3 | 6 | 0 | 7 | 1 | 2 | -3
Cc1c(Cl)cccc1NC(=S)N(CCCN1CCOCC1)Cc1ccco1 | 8 | 4 | -12 | 0 | 0 | -1 | 8 | -1 | 10
CCCCOC(=O)CSc1nc(N)c(C#N)c(-c2ccc(OC)cc2)c1C#N | 2 | -6 | -7 | 1 | 0 | -9 | -7 | 1 | 7
O=C(O)C(Cc1ccccc1)N1C(=O)/C(=C/c2cccc3ccccc23)SC1=S (centres undefined) | nt | -5 | nt | nt | 20 | -10 | 3 | -4 | 3

(cont.)
SMILES | PAFAH1B3 FP inh | LYPLA2 counter | PAFAH2 inh | PAFAH1B2 FP inh | pPAFAH inh | LYPLA1 inh | GSTO1 inh | PAD4 inh | PREPL inhibitor
Cc1ccc(-c2csc(N3C(=N)SCC3=O)n2)cc1 | nt | -4 | nt | nt | 7 | 0 | 3 | -5 | 5
COc1ccc(N(CC(=O)Nc2ccccc2C(F)(F)F)C2=NC3CS(=O)(=O)CC3S2)cc1 (centres undefined) | 7 | -4 | 4 | 0 | 1 | 0 | 3 | 4 | 3
O=C1CC(N2CCN(c3cccc(C(F)(F)F)c3)CC2)C(=O)N1c1ccc(F)cc1 (centres undefined) | 6 | 55* | -2 | 2 | -1 | 2 | 7 | 1 | 16
CC(=O)Nc1ccc(NC(=O)CSCc2ccccc2Cl)cc1 | 3 | 6 | 3 | 2 | -3 | -1 | 7 | -3 | 12
CC(C)(C)c1ccc(CS(=O)(=O)CC(O)CN2CCCC2=O)cc1 (centres undefined) | 1 | 3 | -3 | 1 | 5 | -1 | -6 | -2 | 0
COc1cccc(OC)c1C(=O)Nc1ccc(CN2CCOCC2)cc1 | 0 | -2 | -3 | 1 | -1 | -3 | 0 | 4 | 6
CC(C(=O)NC(C)(C)C)N(Cc1cccs1)C(=O)CCN1CCc2ccccc21 (centres undefined) | 6 | 6 | 7 | 6 | 3 | -2 | 4 | 2 | 5
Cc1ccc(N(Cc2cc3cccc(C)c3[nH]c2=O)S(=O)(=O)c2ccccc2)c(C)c1 | -1 | -3 | 0 | -5 | 4 | -4 | 2 | 4 | -2
COc1ccc(C(CNC(=O)c2oc3cc(C)c(C)cc3c2C)N2CCCCC2)cc1 (centres undefined) | -5 | -3 | 6 | 0 | 3 | -4 | 11 | -4 | -9
CCc1nnc(NC(=O)c2ccc(S(=O)(=O)N3CCCC(C)C3)cc2)s1 (centres undefined) | 15 | 0 | 5 | 8 | 9 | -2 | -1 | -3 | -19
COC(=O)CCC(=O)Nc1ccc(C)cc1OC(=O)CCC(=O)OC | 4 | 2 | 9 | -5 | 3 | -1 | -6 | 1 | 4
COc1ccc(N(CC(=O)NCc2ccco2)S(=O)(=O)c2ccc(C)cc2)cc1 | 7 | 1 | 5 | 1 | 7 | -1 | -1 | -3 | -3
Cc1ccc(-c2cc(C(=O)NCc3ccc4c(c3)OCO4)[nH]n2)c(O)c1C | 9 | -15 | -9 | 1 | 1 | -15 | 2 | -4 | -2
O=C(c1ccncc1)N(Cc1ccco1)Cc1cc2ccccc2[nH]c1=O | 4 | 3 | 2 | -1 | 2 | 1 | 2 | -6 | 1
CCOC(=O)c1c(N2C(=O)Nc3ccccc3N2O)sc2c1CCCCC2 | 3 | 3 | -1 | 1 | -4 | 2 | -4 | 1 | 5
O=C(Nc1cccc(Cl)c1)NC1CCS(=O)(=O)C1 (centres undefined) | 5 | 0 | 4 | 2 | 4 | 0 | -5 | -4 | -3
N#Cc1ccc(-c2nc3ccccc3c(=O)n2O)cc1 | 5 | -3 | -1 | 4 | -1 | -5 | 1 | -5 | 13
CCCCOC(=O)C1=C(C)Nc2ncnn2C1c1cc(OC)c(OC)cc1OC (centres undefined) | 2 | 4 | 6 | 7 | 2 | -1 | -2 | -1 | 7
Cc1ccc(-c2nnn(CC(=O)N(Cc3cccs3)C(C(=O)NC(C)(C)C)c3ccc(C)o3)n2)o1 (centres undefined) | 2 | 2 | -5 | 0 | 6 | -5 | -4 | -2 | -3
CC(C)CN(C(=O)c1cccc(Cl)c1)c1c(N)n(Cc2ccccc2)c(=O)[nH]c1=O | 10 | 3 | -5 | -4 | 0 | -1 | nt | 1 | 17
COc1ccccc1-c1c(C)oc2c(CN3CCCCC3C)c(O)ccc2c1=O (centres undefined) | 6 | 1 | 0 | 0 | 9 | 1 | 4 | 1 | 1
CCc1ccc(CN(C)CC(=O)Nc2sccc2C#N)cc1 | 1 | 6 | 1 | 3 | 4 | -4 | 6 | -2 | -6
CCc1cccc(C)c1NC(=O)COC(=O)CSCc1ccccc1 | 11 | nt | 12 | 7 | 23 | nt | nt | -3 | 4
OC(c1ccccc1)c1nccn1Cc1ccccc1 (centres undefined) | 6 | -1 | 1 | 1 | 5 | 1 | 1 | -5 | -6
COc1ccc(N(CC(=O)Nc2ccc(OC)cc2OC)S(=O)(=O)c2ccccc2)cc1 | 8 | 4 | 4 | 2 | -3 | -1 | -10 | -7 | 11

Continued, overlapping the part above by 2 compounds.
SMILES | PAFAH1B3 FP inh | LYPLA2 counter | PAFAH2 inh | PAFAH1B2 FP inh | pPAFAH inh | LYPLA1 inh | GSTO1 inh | PAD4 inh | PREPL inhibitor
OC(c1ccccc1)c1nccn1Cc1ccccc1 (centres undefined) | 6 | -1 | 1 | 1 | 5 | 1 | 1 | -5 | -6
COc1ccc(N(CC(=O)Nc2ccc(OC)cc2OC)S(=O)(=O)c2ccccc2)cc1 | 8 | 4 | 4 | 2 | -3 | -1 | -10 | -7 | 11
COc1ccc(CCNC(=O)CSc2nc(C)nc3sccc23)cc1OC | 5 | 0 | -12 | 6 | 0 | -1 | 1 | 3 | -4
COc1cc(C=O)cc(OC)c1OS(=O)(=O)c1ccc(NC(C)=O)cc1 | 4 | 0 | -6 | -2 | -4 | 0 | -4 | 4 | 9
COc1ccc(NC(=O)c2c(Cl)cnn2C)c(C)c1 | 2 | 2 | 1 | 2 | 2 | -2 | 4 | -2 | 12
O=[N+]([O-])c1ccccc1S(=O)(=O)Nc1nc2ccccc2s1 | -4 | 4 | 17 | 5 | 3 | -1 | -5 | -2 | 4
CC(NC(=O)COC(=O)Cn1cc(C(F)(F)F)ccc1=O)c1ccccc1 (centres undefined) | 10 | nt | 21 | 6 | 1 | nt | nt | -4 | 4
O=S1(=O)CC(O)C(NCCO)C1 (centres undefined) | 6 | -5 | 2 | 5 | 7 | 0 | 4 | 0 | 1
CCOC(=O)C1CCCN(C(=O)c2ccc(C)c(S(=O)(=O)N3CCCCC3)c2)C1 (centres undefined) | 0 | -1 | 4 | -4 | 1 | -3 | nt | 1 | 5
CCN(CC)C(C(=O)Nc1ccc(C(C)C)cc1)c1ccc2c(c1)OCO2 (centres undefined) | 4 | -5 | -5 | 2 | 4 | -6 | -1 | -1 | 0
CC(=O)c1ccc(NC(=S)NC(=O)/C=C/c2ccc(F)cc2)cc1 | -15 | -6 | -18 | -8 | -1 | -3 | -5 | -2 | 4
CC(C)C[C@H](NC(=O)c1nc[nH]c1C(=O)NCC(=O)OCc1ccccc1)C(=O)OC(C)(C)C | 7 | 1 | -1 | 2 | 8 | -4 | 2 | -1 | -5
CCC(=O)Nc1nc2ccc(NC(=O)c3cc(OC)c(OC)c(OC)c3)cc2s1 | 7 | -1 | -6 | 2 | 0 | -2 | -11 | 0 | 3
COC(=O)C[n+]1cccc2ccccc21 | -5 | -2 | 6 | 1 | 1 | -1 | 0 | 4 | 7
Cc1ccnc(NC(=O)c2ccc(S(=O)(=O)N3CCCCC3)cc2)c1 | 8 | 1 | 2 | 6 | -1 | 3 | nt | -4 | 13
COCCNC(=S)N(CCc1c(C)[nH]c2ccc(C)cc12)Cc1cccnc1 | 4 | -3 | 9 | 2 | 7 | -3 | 2 | 3 | 16
COc1ccc(S(=O)(=O)N2CCC(C(=O)NCCCc3ccccc3)CC2)cc1 | 5 | 0 | 3 | 6 | 6 | -2 | -9 | 0 | -2
COc1ccc(CNC(=O)CSc2nc(C)cs2)cc1 | 1 | 2 | 0 | 6 | 0 | 2 | -2 | -2 | 12
